Compound activity from PubChem.
RGS4 act – RGS4 potentiators or activators, primary screen, cell-based, HEK293 M3R inducible RGS4, calcium flux; hit rate 0.92% among 310,000; B-score at 10 µM; carbachol calcium flux Fluo4; stronger effect = lower value;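 active means B-score of the integrated calcium signal more than 4 SD below the library mean, with starting fluorescence not abnormally high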;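 further: negative B-score means reduced calcium response which marks RGS4 activation or potentiation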
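Material: M3R-expressing HEK293 line, RGS4 induced by doxycycline | Schedule: Overnight RGS4 induction, 30 min dye load 37 °C, 20 min compound RT | Measured by: Fluo4 fluorescence kinetic imaging of calcium | Read-out: Integrated calcium ratio converted to B score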
MrgX1 antag – antagonists of human MrgX1 receptor, primary screen, HEK293 cells, Fluo-4 calcium flux. BAM8-22 antagonism; stronger effect = lower value. Mas-related G-protein coupled receptor member X1 (Homo sapiens), Q96LB2. hit rate 1.3% among 310,000. B-score at 10 µM;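 active means calcium-response B-score plate-corrected more than 3 library SD below zero, starting fluorescence within 5 deviations, no agonist response on first addition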;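 further: peak minus trough fluorescence over baseline after final BAM8-22 challenge near maximal dose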
TRPC6 act – mouse TRPC6 channel activators, primary screen, cell-based, HEK293, membrane potential dye; Short transient receptor potential channel 6 (Mus musculus), Q61143; HEK293-TRPC6 membrane potential dye fluorescence; stronger effect = higher value; B-score at 10 µM; hit rate 0.13% among 310,000; AID 2550, 2010;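 active means B-score of the integrated fluorescence ratio above library mean plus 3 SD, and starting fluorescence ratio within library mean plus 5 SD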;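 further: higher score means more depolarization so channel activation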
MrgX1 PAM – positive allosteric modulators of MrgX1, primary screen, HEK293 cells, Fluo-4 calcium flux. B-score at 10 µM. FDSS; stronger effect = higher value. AID 588675, 2011. hit rate 0.63% among 310,000. Mas-related G-protein coupled receptor member X1 (Homo sapiens), Q96LB2;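 active means plate-corrected calcium response at least 3 library SD above typical, normal starting fluorescence, not activating the receptor alone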;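 further: compound read alongside a low EC10 to EC30 dose of BAM8-22 agonist; peak minus trough fluorescence over baseline measured at the second addition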
TRPC4 inh – inhibitors of mouse TRPC4 channel, primary screen, Fluo4 calcium, HEK293 TRPC4beta/mu-opioid cells; Short transient receptor potential channel 4 (Mus musculus), Q9QUQ5; DAMGO-evoked Fluo4 calcium flux; stronger effect = lower value; B-score at 10 µM; hit rate 0.39% among 300,000; AID 2247, 2010;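 active means B-score over 3 SD under the library average, no early fluorescence shift, positive overall ratio signal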
Target sequence (Q9QUQ5 whole entry, looked up): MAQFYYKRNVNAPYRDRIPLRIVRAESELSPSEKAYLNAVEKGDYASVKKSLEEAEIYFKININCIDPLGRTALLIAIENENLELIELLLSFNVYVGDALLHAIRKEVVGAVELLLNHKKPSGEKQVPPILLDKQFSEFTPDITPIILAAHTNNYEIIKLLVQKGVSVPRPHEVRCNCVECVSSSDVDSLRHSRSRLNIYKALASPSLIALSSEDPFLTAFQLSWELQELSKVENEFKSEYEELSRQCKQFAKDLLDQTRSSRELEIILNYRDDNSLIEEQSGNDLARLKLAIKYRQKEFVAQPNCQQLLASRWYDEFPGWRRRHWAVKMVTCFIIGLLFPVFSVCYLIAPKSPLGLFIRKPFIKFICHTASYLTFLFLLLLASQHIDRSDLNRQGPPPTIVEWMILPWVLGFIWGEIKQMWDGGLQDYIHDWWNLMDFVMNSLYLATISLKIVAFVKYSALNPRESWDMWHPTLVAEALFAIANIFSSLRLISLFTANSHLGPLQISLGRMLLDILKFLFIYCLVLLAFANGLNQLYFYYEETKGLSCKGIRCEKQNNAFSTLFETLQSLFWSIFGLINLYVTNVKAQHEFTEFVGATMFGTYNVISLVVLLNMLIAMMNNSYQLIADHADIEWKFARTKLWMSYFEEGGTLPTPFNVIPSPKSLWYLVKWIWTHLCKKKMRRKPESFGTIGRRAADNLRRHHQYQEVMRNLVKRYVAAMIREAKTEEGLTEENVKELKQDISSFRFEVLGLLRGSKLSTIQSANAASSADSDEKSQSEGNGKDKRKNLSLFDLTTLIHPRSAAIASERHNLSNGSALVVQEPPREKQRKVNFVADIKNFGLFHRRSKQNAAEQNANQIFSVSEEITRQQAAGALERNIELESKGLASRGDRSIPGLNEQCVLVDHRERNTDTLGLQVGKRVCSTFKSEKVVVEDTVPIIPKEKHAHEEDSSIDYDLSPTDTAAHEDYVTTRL
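Assay system: TRPC4beta/mu-opioid receptor HEK293 cell line; compound dosing: single concentration per test compound; detection: Fluo4 Ca2+ flux fluorescence; evaluation: per-well B score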
Platelet DG rel – inhibitors of platelet dense granule secretion, primary screen, cell-based, MLPCN, human platelets. human platelet-rich plasma, SFLLRN dense granule ATP release, luminescence. AID 1663, 2009. inhibition, %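 (compounds screened at 7.5 µM in platelet-rich plasma)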. hit rate 0.22% among 300,000;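 active means mean replicate score, as percent of positive control, at or above 50; inconclusive means mean below 50 but at least one replicate at or above 50; inactive means mean and every replicate below 50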
RGS4 inh – RGS4 inhibitors, primary screen, cell-based, HEK293 M3R inducible RGS4, calcium flux | Regulator of G-protein signaling 4 (Homo sapiens), P49798 | Fluo-4 calcium flux; stronger effect = higher value; triggered by carbachol at its EC20 | B-score at 10 µM | hit rate 0.45% among 310,000 | AID 463165, 2010;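 active means B-score, a plate-corrected calcium signal, over three deviations above library mean, with baseline fluorescence within five deviations of library mean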;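 further: RGS4 expression induced by doxycycline in cells with stable M3 receptor; B-score is computed from the integrated fluorescence ratio over baseline after carbachol; higher B-score means a larger calcium signal and so more RGS4 inhibition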
HIF activator – HIF pathway transcriptional activators, primary screen, cell-based, U2OS HRE-luciferase, luminescence. AID 1910, 2009. hit rate 0.32% among 300,000. U2OS HRE-luciferase reporter; normalized: DMSO 0%, desferrioxamine 100%. activation, % at 7.5 µM (by protocol);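 active means mean activation of at least 10% of the iron chelator positive control signal, with at least half of replicates also reaching 10%; inconclusive means mean and replicate majority disagree about reaching 10%; inactive means mean and most replicates under 10%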
TRPC6 inhibitor – mouse TRPC6 channel inhibitors, primary screen, cell-based, HEK293, membrane potential dye; Short transient receptor potential channel 6 (Mus musculus), Q61143; ACh-evoked depolarization; stronger effect = lower value; B-score at 10 µM; hit rate 1.1% among 310,000;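 active means B-score under library mean minus 3 SD, initial fluorescence not abnormally high, positive integrated signal ratio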;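 further: B-score derived from integrated fluorescence ratio over the kinetic read; more negative B-score means stronger inhibition of depolarization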
MrgX1 ag – agonists of human MrgX1 receptor, primary screen, HEK293 cells, Fluo-4 calcium flux; hit rate 0.44% among 310,000; B-score at 10 µM; Fluo-4 calcium fluorescence, agonist mode; stronger effect = higher value;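 active means calcium response B-score plate-corrected fluorescence ratio at least 3 library SD, with starting fluorescence B-score inside 5 SD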
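System – MrgX1-expressing HEK293 cells · Incubation – cells plated overnight, dye loaded 0.5 h 37 °C, 0.5 h room temperature · Technique – kinetic Fluo-4 NW fluorescence of intracellular calcium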
SKKanGAS inh – S. pyogenes SKKanGAS growth inhibitors in kanamycin, primary screen, streptokinase expression inhibitor project, SKKanGAS strain, BacTiter-Glo luminescence. 6 h. inhibition, % at 7.5 µM. hit rate 1.3% among 300,000. AID 1662, 2009;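 active means mean replicate score, as percent of positive control median, at least 50; inconclusive means mean below 50 but one replicate at or above 50; inactive means mean and every replicate below 50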;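 further: strain carries kanamycin resistance gene driven by streptokinase promoter and grows in 40 µg/ml kanamycin; loss of luminescence reflects streptokinase promoter inhibition or plain growth inhibition; 0% = median of DMSO wells and 100% = positive control at its reference dose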
* hit, by the source's call; i = inactive; ? = inconclusive; / = no result given.

SMILES	RGS4 act	MrgX1 antag	TRPC6 act	MrgX1 PAM	TRPC4 inh	Platelet DG rel	RGS4 inh	HIF activator	TRPC6 inhibitor	MrgX1 ag	SKKanGAS inh
O=C(CN1CCOCC1)N/N=C/C(Br)=C\c1ccccc1	i	i	i	i	i	4.2	i	0.0	i	i	9.8
CN1C(=O)CSc2ccc(NC(=O)N3CCN(c4ccccc4)CC3)cc21	i	i	i	i	i	-0.1	i	-0.1	i	i	17.3
CCN(CC)C(=O)C(C)N(C#N)c1nc(Cl)nc(N(C)C)n1 (stereo not drawn)	i	i	i	i	i	1.3	i	-0.8	i	i	-3.1
Cc1ccc([N+](=O)[O-])cc1NC(=O)Nc1ccc(S(N)(=O)=O)cc1	i	i	i	i	i	1.8	i	-1.6	i	i	8.9
COc1ccc(-n2c(=S)[nH]c3cc(C(=O)Nc4cc(OC)c(OC)c(OC)c4)ccc3c2=O)c(OC)c1	i	i	i	i	i	-1.1	i	-0.1	i	i	15.9
COc1ccc(CNC(=O)Cn2cc([N+](=O)[O-])cn2)cc1	i	i	i	i	i	-1.6	i	0.2	i	i	5.9
O=C(O)CSc1nc2ccccc2o1	i	i	i	i	i	7.1	i	-0.4	i	i	8.0
CCOC(=O)c1ccc(NC(=O)CC2SC(=NC)N(C)C2=O)cc1 (stereo not drawn)	i	i	i	i	i	-0.3	i	0.3	i	i	11.5
O=C(NCc1ccco1)C1CC(c2ccc(C(F)(F)F)cc2)=NO1 (stereo not drawn)	i	i	i	i	i	-7.0	i	0.0	i	i	1.1
OC(c1ccc2c(c1)OCO2)c1nccc2ccccc12 (stereo not drawn)	i	i	i	i	i	-5.2	i	0.0	i	i	0.8
CC(OC(=O)c1ccc([N+](=O)[O-])s1)C(=O)Nc1ncc(Cl)cc1Cl (stereo not drawn)	i	i	i	i	i	-35.5	i	-1.3	i	i	10.8
COc1ccc(C(=O)N2CCC(n3nnc4cc(F)ccc43)CC2)cc1OC	i	i	i	i	i	1.1	i	0.1	i	i	10.5
O=C1C=C(NC2=CC3OC(c4ccccc4)OCC3OC2=O)CCC1 (stereo not drawn)	i	i	i	i	i	10.7	7.73*	-0.4	i	i	-15.8
CCN1CCN(CC(=O)N2N=C(c3cccs3)CC2c2ccc(F)cc2)C(=O)C1=O (stereo not drawn)	i	i	i	i	i	2.6	i	0.0	i	i	1.6
O=C(NCc1ccc(Cl)cc1)C1CCN(S(=O)(=O)c2ccc(N3CCCC3=O)cc2)CC1	i	i	i	i	i	3.0	i	0.0	i	i	-11.8
Cc1cc(Cl)c2ccc3ccccc3c2n1	i	i	i	i	i	6.5	i	0.3	i	i	-4.0
COc1ccc(N(C(=O)CNC(=O)c2cccs2)C(C(=O)NC2CCCC2)c2ccncc2)cc1 (stereo not drawn)	i	i	i	i	i	4.0	i	0.1	i	i	0.6
COc1ccc(OCC(=O)NC2CCCN(Cc3ccc(Cl)cc3)C2)cc1 (stereo not drawn)	i	i	i	i	i	-1.9	i	-0.4	-6.15*	i	1.5
COc1cccc(NC(=O)CN(C)S(=O)(=O)c2ccc3c(c2)CCC(=O)N3)c1	i	i	i	i	i	0.6	i	-0.1	i	i	-2.3
COc1ccc(C(=O)CCNc2ccc3c(c2)OCCO3)cc1	i	i	i	i	i	2.1	i	/	i	i	5.4
Cc1ccc(NC(=S)NCCC(c2ccccc2)c2ccccc2)c(C)c1	i	i	i	i	i	-1.3	i	-2.2	i	i	65.8*
COC(=O)C1=C(C)NC(=S)NC1c1sccc1C (stereo not drawn)	i	i	i	i	i	4.8	i	-0.2	i	i	-1.7
CN(CC(=O)NCc1ccccc1Cl)CC(=O)Nc1cccc(F)c1	i	i	i	i	i	10.0	i	-0.1	i	i	-5.8
Cn1c(SCC(=O)NC2CCCCC2)nnc1-c1cc2ccccc2o1	i	i	i	i	i	-2.3	i	-22.2	i	i	-0.3
COc1ccc(Cc2nc3ccc(C(=O)NCCCSC)cc3o2)cc1OC	i	i	i	i	i	3.6	i	3.7	i	i	-1.0

Further compounds follow:
SMILES	RGS4 act	MrgX1 antag	TRPC6 act	MrgX1 PAM	TRPC4 inh	Platelet DG rel	RGS4 inh	HIF activator	TRPC6 inhibitor	MrgX1 ag	SKKanGAS inh
Cc1ccc(Cl)cc1N1CCN(C(=O)Cc2ccc(-n3c(=O)[nH]c4ccsc4c3=O)cc2)CC1	i	i	i	i	i	-11.4	i	-0.1	i	i	31.0
Cc1c(C)n(CC(O)CN(CCO)CCO)c2ccccc12 (stereo not drawn)	i	i	i	i	i	-6.4	i	0.0	i	i	0.5
Cc1ccccc1N1CCN(CCCCN2C(=O)C3CCCN3C2=O)CC1 (stereo not drawn)	i	i	i	i	i	-6.4	i	-0.3	i	i	-9.8
COc1cc(NC(=S)NCCO)c(OC)cc1Cl	i	i	i	i	i	7.8	i	-0.1	i	i	-1.4
CCCCCCCSc1nsc(N)n1	i	i	i	i	i	-3.7	i	-0.3	i	i	-8.9
CCOC(=O)C(NC(C)=O)C(OC(C)=O)c1cccc([N+](=O)[O-])c1 (stereo not drawn)	i	i	i	i	i	1.5	i	1.6	i	i	0.9
CC(=O)Nc1cccc(C2=CC(c3ccco3)n3ncnc3N2)c1 (stereo not drawn)	i	i	i	i	i	-1.2	i	-0.2	i	i	-7.9
COc1ccc(C2C(C(=O)NCC3CCCO3)CCC(=O)N2c2ccc3c(c2)OCO3)cc1 (stereo not drawn)	i	i	i	i	i	1.6	i	-0.1	i	i	3.5
COc1cc(/C=C2\SC(=S)N(NC(=O)c3ccccc3OC)C2=O)ccc1O	i	i	i	i	i	8.8	i	0.0	i	i	21.6
O=C(Nc1nccs1)c1ccc(Br)c(S(=O)(=O)N2CCOCC2)c1	i	i	i	i	i	-3.6	i	0.0	i	i	6.3
COc1ccc2sc(N3C(=O)C4CC=C(C)CC4C3=O)nc2c1 (stereo not drawn)	i	i	i	i	i	0.9	i	0.2	i	i	-3.2
Cc1nn2c(-c3ccccn3)ccnc2c1Br	i	i	i	i	i	-7.3	i	-0.4	i	i	-22.5
CCn1nc(C(=O)OCC(=O)N2CC(=O)Nc3ccccc32)c2ccccc2c1=O	i	i	i	i	i	0.4	i	-0.2	i	i	4.3
Cc1ccc(C(=O)N(CC(=O)Nc2sc(C)c(C)c2C(N)=O)C2CCCC2)cc1	i	i	i	i	i	-63.5	i	-0.3	i	i	10.1
Cc1cccc(NC(=O)c2oc3ccc(S(=O)(=O)N4CCOCC4)cc3c2C)c1C	i	-4.76*	i	i	i	1.3	i	-0.5	i	i	-2.1
Cc1cccc(C)c1NC(=S)N/N=C1\CC2CC=CC12 (stereo not drawn)	i	i	i	i	i	4.0	i	-0.6	i	i	-2.7
CC(=O)Nc1cccc(NC(=O)CSc2nnnn2C(C)C)c1	i	i	i	i	i	-2.9	i	-15.7	i	i	-5.1
Cc1ccc(CNC(=O)C2CCN(S(=O)(=O)c3cnc[nH]3)CC2)cc1	i	i	i	i	i	-4.6	i	0.0	i	i	-4.4
CC(=O)N1CCN(Cc2nc3cc(NC(=O)c4ccc(F)cc4)ccc3n2C)CC1	i	i	i	i	i	6.2	i	1.1	i	i	-1.0
CCOc1cccc(Nc2ccc([N+](=O)[O-])cn2)c1	i	i	i	i	i	-8.8	i	2.0	i	i	0.5
Cc1cc(=O)n2c3ccccc3n(CC(O)CN3CCN(Cc4ccccc4)CC3)c2c1C#N (stereo not drawn)	-10.4*	i	i	i	i	6.7	i	-0.6	-9.51*	i	5.8
c1ccc(-c2nc(C3CCCCC3)c3ccccc3n2)cc1	i	i	i	i	i	-1.3	i	-0.1	i	i	?
CCc1nc2ccc(C(=O)N3CCN(c4ccccc4F)CC3)cc2nc1CC	i	i	i	i	i	-8.2	i	-0.2	i	i	2.0
O=C(O)C1CCCCC1C(=O)NCCc1ccccc1 (stereo not drawn)	i	i	i	i	i	-5.7	i	-0.1	i	i	-1.2
CCCCOc1ccc(C(=O)Nc2cccc(C)n2)cc1	i	i	i	i	i	8.5	i	1.5	i	i	-8.2

(more compounds)
SMILES	RGS4 act	MrgX1 antag	TRPC6 act	MrgX1 PAM	TRPC4 inh	Platelet DG rel	RGS4 inh	HIF activator	TRPC6 inhibitor	MrgX1 ag	SKKanGAS inh
CC(=O)Nc1cccc(NC(=O)Cc2cccs2)c1	i	i	i	i	i	2.9	i	-0.6	i	i	2.3
O=c1c2cn[nH]c2[nH]c(=S)n1-c1ccccc1Cl	i	i	i	i	i	3.4	i	0.1	i	i	4.4
CN(C)c1ccc(C(C(=O)NCC2CCCO2)N(Cc2ccccc2)C(=O)c2snc(C(N)=O)c2N)cc1 (stereo not drawn)	i	i	i	i	i	-7.2	i	-0.1	i	i	-0.9
Cc1ccc2cc(CN(C)S(C)(=O)=O)c(=O)[nH]c2c1	i	i	i	i	i	4.9	i	-1.0	i	i	-5.1
COc1ccc(CC(=O)N2CCCC2)c(OC)c1	i	i	i	i	i	-1.7	i	0.4	i	i	-6.3
COc1cccc(-n2c(C)nc3c(cnn3-c3ccc(Cl)cc3)c2=O)c1	i	i	i	i	i	/	i	0.1	i	i	1.7
COc1ccc(NC(=O)CN2CCN(S(=O)(=O)c3ccc(Cl)cc3)CC2)cc1	i	i	i	i	i	-3.6	i	-0.2	i	i	-0.1
Cc1cc(C)n(CCN(C)c2nc3nonc3nc2NC2CC2)n1	i	i	i	i	i	7.9	i	0.0	i	i	-1.9
O=c1c2ccccc2nc(-c2ccccc2)n1Cc1ccccc1	i	i	i	i	i	10.2	i	1.5	i	i	-0.7
Cc1cc(/C=C(/C#N)c2cccc(Cl)c2)c(C)n1C	i	i	i	i	i	-5.4	i	1.2	i	i	-6.5
CCCOc1cccc(-c2cc(C(=O)N/N=C/c3cccnc3)c3ccccc3n2)c1	-8.12*	i	i	i	i	/	i	/	i	i	/
CCCCCCCn1c(=N)n(CC(O)c2ccco2)c2ccccc21 (stereo not drawn)	i	i	i	i	i	-7.8	i	0.0	-5.38*	i	5.4
